CRE Fsk mod: alters forskolin-stimulated CRE reporter signaling in CHO cells. hit rate 2.5% among 71,000. CHO CRE-bla reporter (cAMP response element driving beta-lactamase), forskolin EC10, beta-lactamase ratio. Potency, µM (titrated, usually from 38.2 µM), for the others: at the top dose activity change, negative = inhibition, hits mostly activators. AID 662; active means well fitted activation curve with a large enough effect in the signal ratio, with a control signal flat, not every such curve was filed as active; inconclusive means small, poorly fitted or top-dose-only effect, or effect the other way, or a change in a side signal; the % refers to the signal ratio; further: potency means the concentration at half of the fitted maximal effect; % of control where 0% means no effect
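CHO CRE-bla cells, overnight plating in Opti-MEM with 0.5% dialyzed FBS; cpd titration + EC10 NKH 477, 3 h 37 °C; CCF4 2 h RT; ex 405/em 460 vs 530 ratio → %Activity, AC50.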
BRCT inh red: disrupts BRCA1 BRCT binding to phosphoprotein, red fluorophore readout | P38398 | BRCT-phosphopeptide binding, red fluorescence polarization | Potency, µM (doses to about 76.9 µM), without a hit: at the highest dose activity change, negative = inhibition, usual class: inhibitors | hit rate 0.03% among 75,000 | AID 892; further: on the % scale 0 is the no-effect control and ±100 the full control effect
Target sequence (P38398 whole entry, looked up): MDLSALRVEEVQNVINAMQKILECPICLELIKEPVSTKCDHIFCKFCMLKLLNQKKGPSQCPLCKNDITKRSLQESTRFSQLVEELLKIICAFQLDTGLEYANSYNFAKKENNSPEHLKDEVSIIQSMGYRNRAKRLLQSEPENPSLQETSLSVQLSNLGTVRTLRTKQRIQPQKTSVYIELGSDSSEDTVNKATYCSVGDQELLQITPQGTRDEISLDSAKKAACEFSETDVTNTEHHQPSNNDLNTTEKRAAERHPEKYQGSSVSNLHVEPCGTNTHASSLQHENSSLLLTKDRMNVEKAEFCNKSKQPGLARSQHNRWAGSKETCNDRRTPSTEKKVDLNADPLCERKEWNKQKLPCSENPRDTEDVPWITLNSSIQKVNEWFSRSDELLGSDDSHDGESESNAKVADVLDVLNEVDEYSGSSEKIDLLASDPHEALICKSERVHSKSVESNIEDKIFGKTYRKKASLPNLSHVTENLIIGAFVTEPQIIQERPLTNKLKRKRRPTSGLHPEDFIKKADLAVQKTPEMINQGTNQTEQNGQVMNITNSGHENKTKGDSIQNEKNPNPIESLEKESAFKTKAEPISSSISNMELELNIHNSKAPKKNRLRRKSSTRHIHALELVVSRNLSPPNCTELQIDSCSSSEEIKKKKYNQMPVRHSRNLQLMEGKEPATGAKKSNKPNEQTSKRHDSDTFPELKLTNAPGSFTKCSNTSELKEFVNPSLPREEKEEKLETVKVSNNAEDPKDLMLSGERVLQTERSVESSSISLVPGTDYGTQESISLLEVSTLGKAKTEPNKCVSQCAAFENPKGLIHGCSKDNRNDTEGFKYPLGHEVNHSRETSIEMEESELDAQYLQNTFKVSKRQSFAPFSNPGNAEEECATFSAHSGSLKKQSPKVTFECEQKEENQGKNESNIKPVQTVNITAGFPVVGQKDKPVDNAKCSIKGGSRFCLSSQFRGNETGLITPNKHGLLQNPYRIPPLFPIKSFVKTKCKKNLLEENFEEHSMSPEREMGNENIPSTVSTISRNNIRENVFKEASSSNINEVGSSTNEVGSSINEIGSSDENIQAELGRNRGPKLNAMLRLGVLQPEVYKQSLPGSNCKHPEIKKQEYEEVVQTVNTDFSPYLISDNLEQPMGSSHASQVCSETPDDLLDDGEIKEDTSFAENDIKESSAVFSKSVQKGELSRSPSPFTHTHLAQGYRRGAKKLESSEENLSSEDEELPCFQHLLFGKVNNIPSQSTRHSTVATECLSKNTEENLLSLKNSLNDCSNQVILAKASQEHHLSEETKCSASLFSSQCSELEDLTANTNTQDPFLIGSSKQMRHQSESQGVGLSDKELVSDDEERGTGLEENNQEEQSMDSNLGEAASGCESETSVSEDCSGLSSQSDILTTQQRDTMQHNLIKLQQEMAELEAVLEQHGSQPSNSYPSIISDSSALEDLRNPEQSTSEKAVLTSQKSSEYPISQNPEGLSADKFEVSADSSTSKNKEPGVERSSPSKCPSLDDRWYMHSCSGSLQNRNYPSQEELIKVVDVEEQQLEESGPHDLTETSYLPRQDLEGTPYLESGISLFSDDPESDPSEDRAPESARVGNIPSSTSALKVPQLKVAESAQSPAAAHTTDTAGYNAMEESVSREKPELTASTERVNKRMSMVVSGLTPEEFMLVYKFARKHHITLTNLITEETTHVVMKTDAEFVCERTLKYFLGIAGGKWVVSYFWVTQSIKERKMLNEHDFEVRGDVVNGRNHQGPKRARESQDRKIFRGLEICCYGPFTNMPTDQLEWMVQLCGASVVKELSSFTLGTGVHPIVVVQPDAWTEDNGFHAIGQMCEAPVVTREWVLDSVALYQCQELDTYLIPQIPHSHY
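Rhodamine-labelled pBACH1 10-mer (100 nM) bound to BRCT domain (100 nM) at pH 7.3; compounds incubated 12 min room temperature, polarization read. Free peptide defines full inhibition; unlabelled decapeptide titrated as control.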
DNA Pol III inh: inhibitors of bacterial DNA polymerase III holoenzyme; reconstituted DNA polymerase III holoenzyme replication, biochemical; Potency, µM (series often up to 57.1 µM), inactives show at the top dose activity change, negative = inhibition; hit rate 0.25% among 71,000; further: potency means the concentration at half of the fitted maximal effect; on the % scale 0 is the no-effect control and ±100 the full control effect
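Reconstituted *E. coli* holoenzyme (0.35 nM Pol III, 1 nM beta, 154 nM SSB, 2 nM primase) was preincubated with compound for 15 min at RT. Synthesis on 1.4 nM ssM13Gori ran 35 min, then was stopped with PicoGreen/EDTA and read as dsDNA fluorescence.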
USP2a inhib: blocks human ubiquitin-specific protease USP2a | O75604 | USP2a enzymatic assay, qHTS inhibition | Potency, µM (highest dose often 38.3 µM), without a hit: at the top dose activity change, negative = inhibition, most hits filed as inhibitors | hit rate 0.1% among 60,000 | AID 927;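 further: potency means the concentration at half of the fitted maximal effect; nearly all actives have a fitted effect of over 60% in size; plate controls were DMSO for no effect and NEM full inhibition control for full effect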
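USP2 core (20nM final) preincubated 30 min RT with compound, then Ub-PLA2 20nM and NBD C6-HPC 20uM final added; buffer 20mM Tris-HCl pH 8.0, 2mM CaCl2. Fluorescence Ex 460/Em 535 read at 0 and 2.5 h; normalized to NEM.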
Epigenetic mod: epigenetic GFP locus derepression in mouse cells. AID 597. hit rate 0.09% among 68,000. Potency, µM (highest dose often 46.1 µM), for the others: at the top dose GFP derepression (activation). mouse C127i GFP locus derepression, cytometry, 30 h; further: % of control where 0% means no effect
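Murine C127i mammary cells carrying a silenced, stably integrated CMV-driven GFP reporter were treated with compound for 30 hours at 37 C. After PBS washes, GFP-positive cells were counted by laser-scanning microplate cytometry.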
Ub-GFP proteasome: proteasome inhibitors stabilizing ubiquitin-GFP reporter; Potency, µM (top dose mostly 45.9 µM), for inactives: at the top dose activation (GFP accumulation), hits mostly activators; 67,000 tested, under 10 active; Ubiquitin-GFP reporter cells, proteasome inhibition, GFP fluorescence; response scale: untreated = 0%, 10 µM MG-132 = 100%; active means well fitted activation curve with a large enough effect, not every such curve was filed as active; inconclusive means small, poorly fitted or top-dose-only effect, or another doubt; inactive means no such curve, though single readings can be large or run the other way; further: potency means the concentration at half of the fitted maximal effect
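Reporter cells (U2OS, ubiquitin-G76V-GFP fusion) are plated overnight, then treated 4 hr at 37 °C with compound titrations from 46 uM down to 2.9 nM. Activity is scaled against untreated cells and 10 uM MG-132.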
15-hLO inh: 15-hLO (ALOX15) enzyme inhibition; AID 887; hit rate 1.4% among 74,000; purified 15hLO-1, xylenol orange hydroperoxide absorbance; P16050; Potency, µM (doses to about 57.1 µM), without a hit: at the top dose activity change, negative = inhibition, actives largely listed as inhibitors; further: potency means the concentration at half of the fitted maximal effect; on the % scale 0 is the no-effect control and ±100 the full control effect; nearly all actives have a fitted effect of over 55% in size
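Hydroperoxide formed from arachidonic acid (50 uM) by purified human 15hLO-1 (40 nM) oxidizes ferrous iron, and the ferric-xylenol orange complex is read at 573 versus 405 nm. Compounds were preincubated 15 min; reaction ran 6 min at room temperature.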
BRCT inh green: inhibitors of human BRCA1 BRCT-phosphoprotein interaction (green fluorophore) | P38398 | BRCA1 BRCT-phosphopeptide binding, green fluorescence polarization | Potency, µM (series often up to 76.9 µM), inactives show at the highest dose activity change, negative = inhibition, most hits filed as inhibitors | hit rate 0.05% among 75,000 | AID 875;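 further: potency means the concentration at half of the fitted maximal effect; plate controls were peptide without protein for full effect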
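Compounds were incubated for 12 min at room temperature with a complex of 100 nM fluorescein-tagged pBACH1 decapeptide and 250 nM His-tagged BRCT protein. Buffer was phosphate pH 7.3 with EDTA, DTT and Tween 20. Disruption of binding lowers the polarization signal.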
HBB splicing: modulators of hemoglobin beta chain splicing | HBB splicing reporter cell assay, activation; EGFP reporter with mutant IVS2-654 intron; response scale: normalised to 500 nM splice-correcting PNA | Potency, µM (series often up to 46.1 µM), without a hit: top-dose activation, usual class: activators | hit rate 0.06% among 65,000; further: potency means the concentration at half of the fitted maximal effect; 0% is about no effect
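Compounds were applied for 2 days to HeLa EGFP-654 cells, 500/well in Optimem with 2% FCS. The reporter's EGFP is disrupted by mis-splicing of beta-globin intron IVS2-654. Readout: summed well GFP fluorescence from 488 nm laser scanning; reference was 500 nM antisense […] 654 PNA.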
HADH2 inh: HADH2 (human) dehydrogenase inhibition. recombinant HADH2, NADH fluorescence, beta-hydroxybutyryl-CoA. Potency, µM (highest dose often 57.1 µM), without a hit: at the highest dose activity change, negative = inhibition, most hits filed as inhibitors. hit rate 3.4% among 73,000. Q99714; further: potency means the concentration at half of the fitted maximal effect; on the % scale 0 is the no-effect control and ±100 the full control effect; nearly all actives have a fitted effect of over 60% in size; many of its hits are not listed in these tables
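Activity measured as NADH fluorescence gain (360/450 nm), taken as the change between first and last reads of a 4-min kinetic run. Conditions: pH 9.0 Tris buffer, 20 nM E. coli-expressed His-tagged enzyme, 1 mM NAD+, 90 uM beta-hydroxybutyryl-CoA; 15-min compound preincubation.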
Hsp90 Hop PPI: changes Hsp90-Hop TPR2A binding signal, up or down | AlphaScreen TPR2A-His6 binding biotin-Hsp90 C-terminal peptide | Potency, µM (series often up to 57 µM), for the others: at the highest dose activity change, negative = inhibition | hit rate 0.44% among 71,000 | AID 595; active means well fitted curve in either direction with a large enough effect; inconclusive means small, poorly fitted or top-dose-only effect, or another doubt; further: potency means the concentration at half of the fitted maximal effect; on the % scale 0 is the no-effect control and ±100 the full control effect; many of its hits are not listed in these tables
The depositor's hits bear a star; ? = inconclusive; / = not tested or not shown; [ ] = another dose, or the depositor's remark. Unless noted, the call rests on the fitted dose curve; in most records, active means well fitted curve in the direction sought with a large enough effect; inconclusive means small, poorly fitted or top-dose-only effect, or another doubt; inactive means no such curve, though single readings can be large; an effect the other way counts as inactive or inconclusive. These rows are one share of the data (hit frequency here may not be typical).

Below each SMILES – CRE Fsk mod	BRCT inh red	DNA Pol III inh	USP2a inhib	Epigenetic mod	Ub-GFP proteasome	15-hLO inh	BRCT inh green	HBB splicing	HADH2 inh	Hsp90 Hop PPI
> CCOc1ccc(CCNC(=O)C2CCCN(S(=O)(=O)c3c(C)n[nH]c3C)C2)cc1OCC (configuration not stated)
    -8%	-2.6%	2%	8%	2%	-3%	8%	-0.9%	-1.3%	-2%	-4%
> CCOC(=O)NC(CC(=O)O)c1ccc(OC)cc1 (configuration not stated)
    -8%	1.4%	-3%	/	-3%	-1%	5%	1.0%	1.5%[57.5 µM]	28%	57%
> O=C(c1cccc2ccccc12)N1CCN(c2ccccc2F)CC1
    -9%	-1.1%	-4%	37%[activator]	2%	-1%	-5%	-1.0%	/	-2%	2%
> O=C(Nc1cccc(F)c1)N1CC[C@@]2(CCCN(C(=O)c3cc(C(F)(F)F)cc(C(F)(F)F)c3)C2)C1
    -6%	0.8%	-10%	90%[activator]	0%[9.22 µM]	3%	3%	1.1%	5.8%	21%	1%
> Cc1ccc(C(=O)OC2CCOC2=O)cc1NC(=O)c1ccco1 (configuration not stated)
    3%	-0.6%	-11%	-9%	0%	2%	-11%	-0.6%	-4.9%	5%	-2%
> CCN(CC)C(=O)CSc1nc2ccccc2c(=O)n1CCC(=O)NCc1ccc(F)cc1
    9%	-0.1%	-14%	13%	0%	4%	0%	-0.4%	2.7%	9%	-4%
> CCC(=O)N1CCc2cc(S(=O)(=O)NC(C(=O)NCc3ccc(C)cc3)C(C)C)ccc21 (configuration not stated)
    -1%	-1.2%	-6%	2%	4%	-1%	0%	-1.0%	-0.6%	12%	-1%
> NC(N)=Nc1ccc(Cl)cc1
    -27%	1.1%	-5%	/	-1%	-4%	-16%[25.6 µM]	-0.1%	/	6%	-3%
> O=C(Nc1ccc(OC(F)(F)F)cc1)c1cnc2n(c1=O)CCS2
    10%	-0.2%	-4%	/	/	17%	15%	-3.7%	0.0%	2%	-3%
> COc1cc(NC(=O)c2cccs2)c(C(=O)OCC(=O)NCc2ccco2)cc1OC
    ?	-3.0%	-2%	25%	-1%	1%	-28%	1.4%	-6.3%	?	-4%
> COC(=O)c1c(NC(=O)c2ccco2)sc(C(=O)N2CCCC2)c1C
    ?	0.2%	-4%	0%	1%	-3%	22%	1.6%	/	9%	1%
> CC(=O)Nc1cccc(Oc2cc(C#N)c(C#N)cc2N2CCCCCC2)c1
    16%	-1.9%	5%	32%[activator]	-2%	-6%	-15%	-1.1%	-3.3%	?	8%
> C=CCNS(=O)(=O)c1ncnc2nc[nH]c12
    ?	-0.4%[15.4 µM]	-2%[11.4 µM]	/	0%[9.22 µM]	0%[9.17 µM]	-1%[11.4 µM]	-1.2%[15.4 µM]	3.4%[9.22 µM]	-3%[11.4 µM]	-1%[11 µM]
> Cc1noc(C)c1C(=O)N1CCC2(CC1)CCN(c1cccc(-c3ccccc3)c1)CC2
    -3%	-0.3%	-5%	133%[activator]	-2%[9.22 µM]	-2%	-8%	-3.0%	1.5%	-11%	-1%
> CCOc1ncccc1C(=O)OCC(=O)c1cc(C)n(Cc2ccco2)c1C
    21%	-0.1%	-6%	1%	0%	0%	-11%	-1.7%	-0.1%[57.5 µM]	8%	-4%

Reformatted: 2 of the compounds above
CCC(=O)N1CCc2cc(S(=O)(=O)NC(C(=O)NCc3ccc(C)cc3)C(C)C)ccc21 (configuration not stated)
- CRE Fsk mod: -1%
- BRCT inh red: -1.2%
- DNA Pol III inh: -6%
- USP2a inhib: 2%
- Epigenetic mod: 4%
- Ub-GFP proteasome: -1%
- 15-hLO inh: 0%
- BRCT inh green: -1.0%
- HBB splicing: -0.6%
- HADH2 inh: 12%
- Hsp90 Hop PPI: -1%
NC(N)=Nc1ccc(Cl)cc1
- CRE Fsk mod: -27%
- BRCT inh red: 1.1%
- DNA Pol III inh: -5%
- USP2a inhib: /
- Epigenetic mod: -1%
- Ub-GFP proteasome: -4%
- 15-hLO inh: -16%[25.6 µM]
- BRCT inh green: -0.1%
- HBB splicing: /
- HADH2 inh: 6%
- Hsp90 Hop PPI: -3%

(listing goes on)
Below each SMILES – CRE Fsk mod	BRCT inh red	DNA Pol III inh	USP2a inhib	Epigenetic mod	Ub-GFP proteasome	15-hLO inh	BRCT inh green	HBB splicing	HADH2 inh	Hsp90 Hop PPI
> O=S(=O)(c1ccccc1)c1nc(-c2ccco2)oc1NCc1cccnc1
    6%	-2.1%	0%	6%	2%	5%	-25%	-5.2%	-1.3%	-6%	-2%
> CCCCn1c(SCC(=O)OCC)nc2c1c(=O)[nH]c(=O)n2C
    ?	-1.0%	-4%	/	/	8%	9%	-1.1%	-0.5%	-19%	-3%
> C=CCSC1=C(C#N)C2(CCCCC2)C(C#N)C(=O)N1 (configuration not stated)
    -5%	1.3%	-1%	-6%	2%	4%	-9%	-0.6%	-0.1%[9.22 µM]	-11%	-1%
> CCn1c(-c2ccc(F)cc2)n[nH]c1=S
    -5%	0.3%	-2%	0%	3%	-1%	-16%	-1.7%	-0.3%	-15%	-3%
> CCOC(=O)c1nnn(-c2nonc2-c2ccccc2)c1C
    ?	0.3%	-2%	4%	0%	3%	2%	-4.0%	-0.1%	6%	6%
> CC(C)CC1(C(=O)NCc2ccccn2)C=CCN1C(=O)c1ccccc1 (configuration not stated)
    0%	0.9%	2%	/	/	/	5%	-2.9%	-0.3%	1%	-4%
> CCOc1cccc(C(=O)Nc2nnc(-c3ccco3)s2)c1
    -1%	-2.2%	-4%	15%	-2%	10%	-6%	-3.6%	0.7%[9.22 µM]	?	-1%
> COc1ccc(N2CC(C(=O)Nc3ccc(S(=O)(=O)Nc4nc(C)cc(C)n4)cc3)CC2=O)cc1 (configuration not stated)
    9%[7.6 µM]	0.5%	2%[11.4 µM]	9%[7.66 µM]	-2%	-9%[9.17 µM]	12%[11.4 µM]	0.3%	1.1%[0.0738 µM]	11%[11.4 µM]	-6%[11 µM]
> COc1ccc(N2Cc3cccc(C(=O)N4CCN(C(=O)c5ccco5)CC4)c3C2=O)cc1
    -7%	?	-30%	/	5%	-3%	?	-23%	0.0%	?	-2%
> Cc1cccc(CS(=O)(=O)Cc2ccc(C(=O)NCCN3CCCCC3C)o2)c1 (configuration not stated)
    -14%	0.0%	-2%	10%	1%	3%	3%	0.8%	-1.5%	4%	-1%
> O=C(c1ccccc1)N1CCN(C(=O)c2ccccc2Br)CC1
    -1%	2.0%	-3%	4%	0%	7%	0%	-1.0%	0.0%[57.5 µM]	-5%	-1%
> CCOC(=O)C1CCCN(C(=O)c2ccc(CS(=O)(=O)Cc3ccccc3C)o2)C1 (configuration not stated)
    -6%	-2.8%	-2%	8%	2%	1%	1%	-2.3%	1.1%[0.369 µM]	-7%	-3%
> O=C(Nn1cc(C(=O)N2CCN(c3ccccc3F)CC2)c2ccccc2c1=O)c1cnccn1
    -14%	-3.7%	-3%	22%	0%	5%	56%[activator]	5.2%	-1.0%	-1%	4µM*
> Cc1ccc(-n2c(=O)c3sccc3n(CC(=O)NCc3ccco3)c2=O)cc1
    ?	0.2%	-4%	-9%	0%	2%	-2%	-1.4%	-1.7%	-4%	-11%
> CC(C)(C)NC(=O)c1cc(NC(=O)c2ccco2)cc(NC(=O)c2ccco2)c1
    15%	0.7%	-2%	24%	10%	-8%	-4%	-1.5%	3.9%	9%	-4%
> Cc1cc(C)c2cc(C(c3nnnn3C3CCCC3)N3CCOCC3)c(=O)[nH]c2c1 (configuration not stated)
    16%	-0.5%	-9%	14%	-1%	1%	-15%	0.5%	/	8%	-3%
> Cc1nn(-c2ccccc2)c2sc(C(=O)OCc3nnc(-c4ccccc4)o3)cc12
    -11%	1.3%	-4%	40%[activator]	1%	5%	5%	-1.5%	1.5%	-13%	-2%
> Cc1ccc(N(C(=O)CCC(=O)Nc2cc(C)on2)C(C(=O)NC2CCCC2)c2ccncc2)cc1 (configuration not stated)
    -3%	0.8%	-5%	12%	1%	6%	8%	-0.7%	/	6%	2%

Screening results from PubChem.
